GPR119 beta-arrestin = off-target GPR119 activation – cell-based, PathHunter beta-arrestin, luminescence, set 2, counter-screen for GPR151 activator project, confirmation (AID 1508607); GPR119 PathHunter beta-arrestin cells, luminescence, 90 min; active compounds read high; activation, % at 11.2 µM; 2,300 tested, 0.9% active;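 active = mean percent activation across replicates above the counterscreen hit cutoff of 9.17%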;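 also: 0% = median of sample wells and 100% = wells given EA reagent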
GPR151 activators = GPR151 activators, triplicate retest, confirmation, cell-based, PathHunter beta-arrestin, luminescence, set 2 (AID 1508608). 2,300 tested, 0.9% active. GPR151 PathHunter beta-arrestin cells, luminescence, 90 min; active compounds read high; 100% = signal from added EA reagent. activation, % at 11.2 µM;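 active = mean activation across replicates above 26.72%, the hit cutoff set for this confirmation screen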;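 also: 0% = plate median of compound wells and 100% = EA reagent high control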
* = called active by the depositor. An excerpt (hit frequency here may not be typical).

SMILES	GPR119 beta-arrestin	GPR151 activators
O=C1C2C3C=CC(C3)C2C(=O)N1C(CO)C(O)c1ccc([N+](=O)[O-])cc1 (stereo unspecified)	-1.0	2.7
CC(=O)Nc1ccc(/C=N/n2cnnc2)cc1	-1.6	-2.0
COc1ccc(N2CCN(c3ncnc4sc(C(=O)N5CCC(C(N)=O)(N6CCCCC6)CC5)c(C)c34)CC2)cc1	0.6	0.6
Cc1cc(C)c(Nc2ncnc3c2cnn3-c2ccccc2)c(C)c1	-0.8	-5.2
Cn1cc(SCC(=O)Nc2ccccc2C(F)(F)F)c2ccccc21	3.6	7.0
Cc1cccc(NC(=O)C2CCCN2S(=O)(=O)c2ccc3c(c2)C(C)(C)C(=O)N3C)c1 (stereo unspecified)	-1.1	-0.4
CCOC(=O)Cn1nnnc1CN(CCO)Cc1cc2cc(C)ccc2[nH]c1=O	-0.2	-2.4
O=C1OC(/C=C/c2cccc(Cl)c2Cl)=NC/1=C\c1cccc(Cl)c1Cl	2.4	1.9
O/N=C(\C=N\O)C12CC3CC(CC(C3)C1)C2	-0.8	-1.7
N=C1S/C(=C\c2ccc(-c3cccc(C(F)(F)F)c3)o2)C(=O)N1c1nonc1N	1.8	-3.9
CC(=O)N1N=C(c2ccccc2)CC1c1ccc(N(C)C)cc1 (stereo unspecified)	-1.3	-6.5
CC(C)(O)C#Cc1ccc(C(=O)N2CCN(C(=O)c3ccco3)CC2)cc1	0.5	-2.7
CCCc1ccc(OCc2nc(-c3nonc3N)no2)cc1	2.8	5.8
CC(C)NC(=O)c1cnc2scc(-c3ccccc3)n2c1=O	-1.3	-1.1
CC(=O)c1ccc(NC(=O)[C@H](CC(C)C)N2Cc3ccccc3C2=O)cc1	-2.7	1.9
C=CCn1c(=S)[nH]c2sc(C)c(-c3ccccc3)c2c1=O	-1.5	-4.5
CCOc1ccc2nc(NC(=O)c3[nH]c(C)c(C(C)=O)c3C)sc2c1	4.7	4.1
O=C(O)CN1C(=O)/C(=C/c2cccc(Br)c2)Sc2ccccc21	-2.7	0.1
COc1cccc2cc(-c3csc(Nc4ccc(F)cc4F)n3)c(=O)oc12	-1.0	0.8
Cc1ccnc(NC2c3ccccc3C(=O)N2Cc2ccccc2)c1 (stereo unspecified)	0.5	-2.8
O=C(O/C(=C/c1nc2ccccc2n1Cc1cccc2ccccc12)c1ccc(Cl)cc1)c1ccc(Cl)cc1	-1.8	4.3
CN(C)c1cc(NCCN2CCC3(CC2)OCCO3)c2c3c(onc13)-c1ccccc1C2=O	-3.1	-0.8
CCOC(=O)C1CCN(c2c(NCCCN3CCCCC3)c(=O)c2=O)CC1	-0.8	4.8
Cc1ccccc1C(=O)N/N=C/c1c(CO)cnc(C)c1O	0.3	3.5
CSc1ncc(Cl)c(C(=O)Nc2nc3ccc(S(C)(=O)=O)cc3s2)n1	1.2	-3.1
COc1ccccc1Cn1c(=S)[nH]c2cc(C(=O)N3CCC(C(N)=O)(N4CCCCC4)CC3)ccc2c1=O	-1.8	-1.8
Cc1cc(C)nc(SCC(=O)c2c(C)[nH]c3ccccc23)n1	2.1	-7.1
CCc1c(C(=O)N2CCN(c3cccc(Cl)c3)CC2)[nH]c(C)c1C(C)=O	20*	9.9
CC(C)Cn1c(-c2nn(C)cc2Cl)n[nH]c1=S	2.5	16
Cc1cc(C)c(C#N)c(Oc2cccc(N)c2)n1	3.2	11
CCOC(=O)/C(C#N)=C\c1cn(-c2ccccc2)nc1-c1cccnc1	1.2	2.1
Cc1ccc(C)c(NC(=O)C(CC(C)C)NS(=O)(=O)c2ccc3c(c2)oc(=O)n3C)c1 (stereo unspecified)	-1.7	-7.9
CC(C)OC(=O)c1c(NC(=O)c2ccccc2Br)sc2c1CCCC2	1.5	-1.6
O=C(NCCN1CCCCCC1)C1CC(=O)N(CCc2ccccc2)C1 (stereo unspecified)	-0.8	-2.8
COc1ccc(C(O)c2nc3ccccc3n2Cc2ccccc2)cc1 (stereo unspecified)	-3.1	2.4
O=C(Nc1ccc(F)cc1)N1CCN(c2ccc3nnc(-c4ccc(F)cc4)n3n2)CC1	0.9	-0.4
COC(=O)COc1cccc(/C=C2\Oc3cc(OC)ccc3C2=O)c1	-3.3	4.4
CC1(C)c2ccccc2N(CC(=O)NCc2ccccc2Cl)C12C=Cc1c(ccc3ccccc13)O2 (stereo unspecified)	-1.6	-1.8
Cc1ccc(-n2ncc3c(=O)n(CC(=O)Nc4cccc(Cl)c4)cnc32)cc1C	1.7	-0.5
COc1cccc(CC(C2CCN(Cc3ncc(C)[nH]3)CC2)N(C)C(=O)c2ccccn2)c1 (stereo unspecified)	4.0	6.0
CCN(CC)CCN=C1CCCc2ccccc2N1	0.8	7.1
CC(=O)OC(=C(Cl)Cl)c1ccc(C(OC(C)=O)=C(Cl)Cl)cc1	-4.8	2.5
CCOC(=O)c1nc(NCc2ccccc2)c2ccccc2n1	2.8	3.4
COC(=O)C1=CN(Cc2ccc(OC)cc2)C=C(C(=O)OC)C1c1cccc([N+](=O)[O-])c1	-3.0	-2.5
CCCN1c2cccc3cccc(c23)S1(=O)=O	-2.6	-4.8
Cn1ccnc1C(=O)C1CCCN(C(=O)CCc2nnc(-c3ccccc3)o2)C1 (stereo unspecified)	2.5	6.6
N#Cc1cc(C#N)c(SCC(=O)N2c3ccccc3Sc3ccccc32)nc1N	-5.0	-2.2
N#CC(C#N)=C1c2ccccc2-c2ncccc21	3.1	0.8
O=C(c1ccccc1)N1N=C(c2ccccc2)CC1(O)C(F)(F)C(F)(F)F (stereo unspecified)	4.2	2.6
COc1ccccc1N1C(=O)c2ccccc2NC1c1cc(Cl)cc2c1OCOC2 (stereo unspecified)	-2.1	-5.7
CCC1Oc2ccccc2N(CC(=O)NC2CCCCCC2)C1=O (stereo unspecified)	-2.5	-3.5
COc1cccc(CNC(=O)CCC2CCCN(Cc3ccc4c(c3)CCO4)C2)c1 (stereo unspecified)	0.2	2.3
CCNC(=O)C(=O)Nc1ccc(OC)cc1	-1.7	-8.1
O=C(CSc1ncc(S(=O)(=O)c2ccccc2)c(=O)[nH]1)Nc1ccccc1F	-0.8	-4.7
COC(=O)CC1C(=O)NCCN1C(=O)c1ccc([N+](=O)[O-])cc1 (stereo unspecified)	-2.7	-3.6
O=C1c2ccccc2C(=O)N1CC(O)COc1ccc(Cl)cc1 (stereo unspecified)	4.9	-1.4
Cc1ccc(C(=O)Nc2c3c(nn2C(C)(C)C)CS(=O)(=O)C3)cc1C	1.3	-4.0
COc1ccc(C)cc1NC(=O)CN1C(=S)NC(C)(C)CC1C (stereo unspecified)	0.0	-4.2
O=C(Nc1ccncc1)c1cc(-c2ccncc2)nc2ccccc12	6.2	13
O=C(Cn1c(=O)oc2ccccc21)NCc1cccs1	2.3	0.9
(continued)
SMILES	GPR119 beta-arrestin	GPR151 activators
CCCOc1ccc(NC(=O)c2c(O)c3ccccc3[nH]c2=O)cc1	-5.2	-5.6
O=C(CSc1nc2ccccc2c(=O)n1CCc1ccccc1)NCc1ccco1	-0.7	5.5
COc1ccc(-n2nc3c(c2NC(=O)c2c(F)cccc2F)CS(=O)(=O)C3)cc1	-1.6	-1.2
COc1ccc(C2C3=C(Nc4ncnn42)c2cc(Cl)ccc2OC3c2cccs2)cc1 (stereo unspecified)	0.0	-4.0
CC(C)(C)SCCNC(=O)c1cccc([N+](=O)[O-])c1	-0.4	3.7
CCOc1ccc(C(=O)Nc2nc(-c3ccc(CC)cc3)cs2)cc1	-2.2	4.7
C=CCOC(=O)c1[nH]c2c(c1C)C(=O)C(C(=O)OC)C(C)C2 (stereo unspecified)	2.7	0.7
CC(=O)C1C(c2cccc([N+](=O)[O-])c2)c2c(n[nH]c2C)CC1(C)O (stereo unspecified)	4.5	0.2
O=C(c1ccccc1C(F)(F)F)N(c1ccccc1)C1C=CS(=O)(=O)C1 (stereo unspecified)	-1.0	1.3
CCOC(=O)c1ccc(NC(=O)C(=O)N/N=C/c2ccc(SC)cc2)cc1	-0.6	-6.6
c1nc(NCCCN2CCCC2)c2[nH]cnc2n1	-1.7	1.7
COCCn1c(SCc2ccc(OC(F)(F)F)cc2)nc2cc(C(=O)OC)ccc2c1=O	-0.7	0.7
COc1ccc(CCNc2cc(C)nc(Nc3ccc(-n4ccnc4)cc3)n2)cc1	6.5	41*
O=C1c2ccccc2C(=O)N1N1C(=O)c2cccc3c(N4CCOCC4)ccc(c23)C1=O	-0.8	-1.9
Nc1cc(=O)nc(SCC(=O)Nc2nccs2)n1-c1ccc(F)cc1	-4.7	-3.2
COc1cc2nc(SCC(N)=O)n3nc(CCn4nc(C)cc4C)nc3c2cc1OC	1.4	3.1
Cc1ccc(NC(=O)CCc2nnc3ccc(N4CCOCC4)nn23)cc1C	-0.7	2.2
N=C1S/C(=C\c2ccc(-c3ccc([N+](=O)[O-])cc3)o2)C(=O)N1c1nccs1	-2.3	-7.8
CCOC(=O)CCCCC(=O)c1[nH]c(=O)[nH]c1CSc1nnc2c3ccccc3n(C)c2n1	-1.7	0.2
COc1ccc(-c2csc(/C(C#N)=C/Nc3ccc(F)c([N+](=O)[O-])c3)n2)cc1OC	-1.7	-3.2
O=C(Nc1cc2cc(Cl)cc([N+](=O)[O-])c2oc1=O)c1ccccc1	4.4	4.8
CCCCNS(=O)(=O)c1ccc2c(c1)oc(=O)n2CC(=O)OCC	-0.5	0.9
CCN1CCc2c(sc(NC(=O)c3cccc(Oc4ccccc4)c3)c2C(N)=O)C1	8.8	-0.5
CCS(=O)(=O)NC(C)C(c1cccs1)N1CCN(c2ccc(OC)cc2)CC1 (stereo unspecified)	-0.4	4.8
CCCOc1ccc(/C=N/n2c(-c3ccncc3)n[nH]c2=S)cc1	3.0	0.9
COc1ccc2[nH]c3c(=O)n(CCC(=O)NC4CCCCC4)c(=S)[nH]c3c2c1	-4.3	-9.1
Clc1ccc(-c2nnc3cccc(Cl)n23)cc1	3.5	0.3
CCCn1c(=O)c2c(nc3n2CC(C)CN3C2CCCCC2)n(C)c1=O (stereo unspecified)	-3.9	-5.5
CCc1cc2c(=O)c(-c3ccc4c(c3)OCCO4)coc2cc1OC(C)C(=O)OC (stereo unspecified)	4.8	9.1
COc1ccc(/C=c2/sc3nc(=O)c(Cc4ccccc4)nn3c2=O)cc1OC	-2.1	4.8
COc1ccc(C2CC(=O)N3CN(C)CSC3=C2C#N)c(OC)c1 (stereo unspecified)	-0.1	-3.0
O=C(c1ccc2c(c1)OCO2)N1CCN(c2ccc(Cl)cc2)CC1	5.4	5.6
Cc1ccc(S(=O)(=O)N2CCOCCOCCOCCN(S(=O)(=O)c3ccc(C)cc3)CCOCC2)cc1	0.2	6.7
CN(C)N1C(=O)/C(=C\c2ccc(OCc3cccc4ccccc34)cc2)SC1=Nc1ccccc1	-3.8	-3.9
Cc1cc(Cl)ccc1NCC(=O)N/N=C/C=C/c1ccccc1	-2.2	3.6
CCOC(=O)C1=C(C)Nc2ncnn2C1c1ccccc1OC (stereo unspecified)	-4.0	-4.6
C=CCNC(=O)CCN1C(=O)c2ccccc2C1=O	-1.9	3.6
Cc1ccc(S(=O)(=O)N2CCCN(S(=O)(=O)c3ccc(C)c(C)c3)CC2)cc1C	0.3	-0.7
O=C1CSc2ccc(C(=O)N3CCc4ccccc4C3)cc2N1	3.6	-0.4
Cc1nc(CN(C)C(=O)CC2C(=O)NCCN2Cc2ccc(-c3ccccc3)cc2)cs1 (stereo unspecified)	3.3	3.6

Part of the list above in order of number of heavy atoms, descending.
SMILES	GPR119 beta-arrestin	GPR151 activators
Cc1ccc(S(=O)(=O)N2CCOCCOCCOCCN(S(=O)(=O)c3ccc(C)cc3)CCOCC2)cc1	0.2	6.7
Cc1nc(CN(C)C(=O)CC2C(=O)NCCN2Cc2ccc(-c3ccccc3)cc2)cs1 (stereo unspecified)	3.3	3.6
CCN1CCc2c(sc(NC(=O)c3cccc(Oc4ccccc4)c3)c2C(N)=O)C1	8.8	-0.5
COc1ccc(/C=c2/sc3nc(=O)c(Cc4ccccc4)nn3c2=O)cc1OC	-2.1	4.8
COc1ccc2[nH]c3c(=O)n(CCC(=O)NC4CCCCC4)c(=S)[nH]c3c2c1	-4.3	-9.1
CCOC(=O)C1=C(C)Nc2ncnn2C1c1ccccc1OC (stereo unspecified)	-4.0	-4.6
C=CCNC(=O)CCN1C(=O)c2ccccc2C1=O	-1.9	3.6

Continued.
SMILES	GPR119 beta-arrestin	GPR151 activators
COc1cc(-c2cc(N)n(S(=O)(=O)c3ccc(F)c(C)c3)n2)cc(OC)c1OC	-1.5	-3.3
O=C(N1CCN(Cc2ccccc2)CC1)C(Cl)(Cl)Cl	4.0	12
CC(=O)N/C(=C/c1ccc(Cl)cc1)C(=O)NCc1ccccc1	-2.5	-3.1
CCOC(=O)c1c(C)n(C)c2c1cc(OC(=O)c1ccc(C)cc1)c1ccccc12	3.6	3.4
NC(=O)Cn1c(=O)n(-c2ccc(F)cc2)c(=O)c2sccc21	3.0	5.6
CCn1c2ccccc2c2nnc(N/N=C(/C)c3ccc([N+](=O)[O-])cc3)nc21	-4.2	4.6
O=C(CCCN1C(=O)c2cccnc2C1=O)Nc1ccc(C(F)(F)F)cc1	-2.6	-1.0
CCOC(=O)C1=C(C)NC(=O)NC1c1cc(OC)c(O)c([N+](=O)[O-])c1 (stereo unspecified)	-0.7	4.0
Cn1c(=O)oc2cc(S(=O)(=O)NCCCc3ccccc3)ccc21	-2.0	-3.2
O=S(=O)(c1ccc2ccccc2c1)N1CCC(N2CCCC2)CC1	5.0	3.7
O=C(Nc1ccc2c(c1)OCCO2)c1cccc2c1C(=O)N(C1CCCCC1)C2	-0.5	1.0
O=C(NCCC1=CCCCC1)c1cc(-c2ccc(Cl)cc2)nc2ccccc12	3.5	3.4
Cn1c(C(=O)NCCCN2CCc3ccccc3C2)cc2c(=O)n(C)c3ccccc3c21	-4.6	-6.9
